High-throughput results (PubChem)
Rev-erbA mod: modulators of Rev-erb alpha DNA binding, primary screen, biochemical, FITC-DNA, fluorescence polarization, uHTS; Nuclear receptor subfamily 1 group D member 1 (Homo sapiens), P20393; Rev-erbα–FITC-DNA binding, 90 min; activity, % at 10 µM; 370,000 compounds, 0.79% hits; AID 1259318, 2017;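 active means activity above about 14%, limit read from the data; passing the limit was not always enough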;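 further: 0% = DMSO wells with 35 nM protein and 100% = DMSO wells with 750 nM protein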
Target sequence (P20393 whole entry, looked up): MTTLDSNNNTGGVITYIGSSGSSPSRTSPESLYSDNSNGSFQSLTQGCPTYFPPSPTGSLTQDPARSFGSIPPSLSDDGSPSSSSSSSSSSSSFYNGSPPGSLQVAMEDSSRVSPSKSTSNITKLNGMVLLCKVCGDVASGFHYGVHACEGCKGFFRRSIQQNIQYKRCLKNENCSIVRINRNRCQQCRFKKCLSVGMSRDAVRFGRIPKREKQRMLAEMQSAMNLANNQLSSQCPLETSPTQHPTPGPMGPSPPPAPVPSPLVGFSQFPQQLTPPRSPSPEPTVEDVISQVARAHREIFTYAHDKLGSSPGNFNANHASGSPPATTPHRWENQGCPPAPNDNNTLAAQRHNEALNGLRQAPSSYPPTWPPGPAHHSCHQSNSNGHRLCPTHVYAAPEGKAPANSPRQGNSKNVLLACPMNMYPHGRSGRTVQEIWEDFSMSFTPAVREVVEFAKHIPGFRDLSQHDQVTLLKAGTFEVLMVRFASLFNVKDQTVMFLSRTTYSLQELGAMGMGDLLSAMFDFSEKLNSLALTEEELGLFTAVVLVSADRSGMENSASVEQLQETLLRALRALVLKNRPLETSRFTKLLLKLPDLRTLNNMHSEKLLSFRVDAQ
DAX1 inh: DAX1 (NR0B1) inhibitors, primary screen, cell-based, HEK293, Gal4-DAX1, luciferase luminescence. inhibition, % at 6.75 µM. HEK293 Gal4-DAX1 luciferase reporter. 340,000 compounds, 0.99% hits;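 active means inhibition above the mean over all tested compounds plus 3 SD, cut at about 4.2% in these data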;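 further: 0% = DAX1-transfected cells with DMSO and 100% = empty-vector control cells with DMSO; inhibition shows as a rise in luminescence from relieved DAX1 repression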
Target sequence (P51843 207-470 limits assumed): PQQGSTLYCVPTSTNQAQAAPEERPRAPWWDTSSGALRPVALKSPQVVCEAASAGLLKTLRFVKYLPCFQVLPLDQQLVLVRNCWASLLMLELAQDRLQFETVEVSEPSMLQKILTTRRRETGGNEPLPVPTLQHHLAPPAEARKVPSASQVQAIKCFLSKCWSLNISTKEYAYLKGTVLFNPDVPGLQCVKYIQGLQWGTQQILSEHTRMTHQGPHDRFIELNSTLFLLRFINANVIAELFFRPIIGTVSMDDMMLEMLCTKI
Starred values were filed as active, the others as inactive; x = not tested or not shown; & = joins results of further samples. This is a subset. The share of hits here may be higher or lower than overall.

structure | Rev-erbA mod | DAX1 inh
CC1=C(C(=O)O)N2C(=O)[C@@H](NC(=O)C(N)c3ccccc3)[C@H]2SC1 (stereo partly drawn) | 2.1 | x
C=C1CC2C3C=C(C)C4=CC(=O)CC[C@]4(C)C3CC[C@]2(C)[C@@]1(OC(C)=O)C(C)=O (stereo partly drawn) | 0.5 | x
C[C@H](N)[C@H](O)c1cccc(O)c1 | 6.0 | x
O=C(O)/C=C/c1ccccc1 | -0.1 | x
C[C@H]1CC2C([C@@H](O)C[C@@]3(C)C2CC[C@]3(O)C(=O)COC(=O)CCC(=O)O)[C@@]2(C)C=CC(=O)C=C12 (stereo partly drawn) | -0.7 | x
O=C(CCc1ccccc1)NNC(=S)NC(=O)c1ccc(Cl)cc1 | 0.9 | x
CC(Oc1ccccc1)C(=O)N[C@@H]1C(=O)N2[C@@H]1SC(C)(C)[C@@H]2C(=O)O (stereo partly drawn) | -0.5 | x
S=C=Nc1ccc(N=C=S)cc1 | -3.1 | x
CO[C@H]1C[C@H](O[C@H]2[C@H](C)[C@@H](O[C@@H]3O[C@H](C)C[C@H](N(C)C)[C@H]3O)[C@@H](C)C[C@]3(CO3)C(=O)[C@H](C)[C@@H](O)[C@@H](C)[C@@H](C)OC(=O)[C@@H]2C)O[C@@H](C)[C@@H]1O | 2.5 | x
CC1(C)O[C@@H]2CC3C4CCC5=CC(=O)C=C[C@]5(C)[C@@]4(F)[C@@H](O)C[C@]3(C)[C@]2(C(=O)CO)O1 (stereo partly drawn) | 0.5 | x
CCCCC1=NC2(CCCC2)C(=O)N1Cc1ccc(-c2ccccc2-c2nn[nH]n2)cc1 | -5.3 | x
CCOC(C)OCC | -2.2 | x
Cc1cc2nc3c(=O)[nH]c(=O)nc-3n(C[C@@H](O)[C@@H](O)[C@@H](O)COP(=O)(O)O)c2cc1C | 5.3 | x
CCOC(=O)Cc1ccc(-c2ccccc2)cc1 | 5.1 | x
CCOC(=O)n1ccn(C)c1=S | 7.7 | x
C[C@H]1O[C@@H](O[C@H]2[C@@H](O)C[C@H](O[C@H]3[C@@H](O)C[C@H](O[C@H]4CC[C@]5(C)C6C[C@@H](O)[C@]7(C)[C@@H](C8=CC(=O)OC8)CC[C@]7(O)C6CC[C@@H]5C4)O[C@@H]3C)O[C@@H]2C)C[C@H](O)[C@@H]1O (stereo partly drawn) | 2.7 | x
N#C/C(=C1/SC[C@@H](c2ccc(Cl)cc2Cl)S1)n1ccnc1 | 1.0 | x
CCc1oc2ccccc2c1C(=O)c1cc(I)c(O)c(I)c1 | 2.0 | x
CNc1cc(OC)c(C(=O)N[C@@H]2CCN(Cc3ccccc3)[C@@H]2C)cc1Cl | -0.6 | x
COCC1=C(C(=O)OC(C)OC(=O)OC(C)C)N2C(=O)[C@@H](NC(=O)/C(=N/OC)c3csc(N)n3)[C@H]2SC1 (stereo partly drawn) | 5.5 | x
CCN1CCN(c2cc(-c3ccc(F)cc3)c3c(n2)CCCCCC3)CC1 | -5.0 | x
Cc1ccc(C2(O)CCN(CCCC(=O)c3ccc(F)cc3)CC2)cc1 | -2.8 | x
N=c1ccn2c(n1)O[C@@H]1[C@@H](O)[C@H](CO)O[C@@H]12 | -6.4 | x
CC(=O)OCC(=O)[C@@]1(O)[C@H](C)CC2C3CCC4=CC(=O)C=C[C@]4(C)[C@@]3(F)[C@@H](O)C[C@@]21C (stereo partly drawn) | 3.6 | x
O=C(C1CCCCC1)N1CC(=O)N2CCc3ccccc3C2C1 (stereo not drawn) | -3.8 | x
Cc1cc(C)c(NC(=O)CN(CC(=O)O)CC(=O)O)c(C)c1Br | 9.1 | x
O=C(O)c1ccccc1OP(=O)(O)O | -5.5 | x
NC(N)=NN=Cc1c(Cl)cccc1Cl | -2.2 | x
CC(=O)[C@H]1CCC2C3CC=C4C[C@@H](OC(=O)CCC(=O)O)CC[C@]4(C)C3CC[C@@]21C (stereo partly drawn) | -3.2 | x
CC(C)(C)CC(C)(C)c1cc(Cc2cc(C(C)(C)CC(C)(C)C)cc(-n3nc4ccccc4n3)c2O)c(O)c(-n2nc3ccccc3n2)c1 | -7.1 | x
C[C@H](N)C(=O)O | -1.2 | x
CC(=O)N[C@@H](CCC(N)=O)C(=O)O | 1.9 | x
CC1(C)OC[C@@H](COC(=O)CCc2ccc(OC[C@@H](O)CNCCNC(=O)N3CCOCC3)cc2)O1 | 0.0 | x
CNC[C@H](O)[C@@H](O)[C@H](O)[C@H](O)CO | -5.2 | x
CN(C)c1cc(NC(=O)CNC(C)(C)C)c(O)c2c1C[C@H]1C[C@H]3[C@H](N(C)C)C(=O)C(C(N)=O)=C(O)[C@@]3(O)C(=O)C1=C2O | -36.2 | x
CC1=C(C(=O)OCCN(Cc2ccccc2)c2ccccc2)C(c2cccc([N+](=O)[O-])c2)C(P2(=O)OCC(C)(C)CO2)=C(C)N1 (stereo not drawn) | 10.2 | x
COC(=O)C1=C(C#N)NC(C)=C(C(=O)OC(C)C)C1c1cccc([N+](=O)[O-])c1 (stereo not drawn) | 7.8 | x
CC1=C(/C=C/C(C)=C/C=C/C(C)=C/C=C/C=C(C)/C=C/C=C(C)/C=C/C2=C(C)CCCC2(C)C)C(C)(C)CCC1 | -1.3 | x
CCCCCCCCCCCCCCCCCCCCCCCCCCCCO | -4.9 | x
O=C(O)C1CCCN1 (stereo not drawn) | -7.1 | x
O=C(O)Cc1cc(I)c(Oc2ccc(O)c(I)c2)c(I)c1 | -4.2 | x
CO[C@H]1C[C@@H](O[C@@H]2/C(C)=C/C[C@@H]3C[C@@H](C[C@]4(CC[C@H](C)[C@@H](C5CCCCC5)O4)O3)OC(=O)[C@@H]3C=C(C)/C(=N/O)[C@H]4OC/C(=C\C=C\[C@@H]2C)[C@]43O)O[C@@H](C)[C@H]1O | -1.9 | x
CC(C)(S)C(N)C(=O)O (stereo not drawn) | -4.4 | x
Nc1ncnc2c1ncn2C1O[C@H](COP(=O)(O)O)[C@@H](O)[C@H]1O (stereo partly drawn) | 3.8 | x
CCCc1ccc(C(=O)O)cc1 | -5.7 | x
CCCCCCCCCCCCCCCC(=O)O[C@@H]1[C@@H](O)[C@@H](O)C([C@H](NC(=O)[C@@H]2C[C@@H](CCC)CN2C)[C@H](C)Cl)O[C@@H]1SC (stereo partly drawn) | -0.5 | x
CC(=O)O[C@]1(C(C)=O)CCC2C3C=C(Cl)C4=CC(=O)CC[C@]4(C)C3CC[C@@]21C (stereo partly drawn) | 3.8 | x
CCC(=O)c1c(O)cc(O)cc1O | -2.3 | x
CC(C)(C)NCC(O)CSc1nc(-c2ccc(C(N)=O)s2)cs1 (stereo not drawn) | 8.8 | x
CN=C(NC)NCc1ccccc1 | 6.5 | x
Clc1cccc(Cl)c1NC1=NCCN1 | 2.1 | x
O=C(O)CCC(=O)OC[C@@H](NC(=O)C(Cl)Cl)[C@H](O)c1ccc([N+](=O)[O-])cc1 | -5.8 | x
Cc1c(C)c2c(c(C)c1O)CCC(C)(CCCC(C)CCCC(C)CCCC(C)C)O2 (stereo not drawn) | 1.4 | x
CC(=O)O[C@]1(C(C)=O)CCC2C3C=C(C)C4=CC(=O)CCC4(C)C3CCC21C (stereo partly drawn) | -3.6 | x
O=C(O)CCCCC(=O)O | -0.9 | x
Nc1c(CC(=O)O)cccc1C(=O)c1ccccc1 | -4.1 | x

Carrying on:
structure | Rev-erbA mod | DAX1 inh
CCCCCCCCCCCCCCCC(=O)OC[C@H](COP(=O)([O-])OCC[N+](C)(C)C)OC(=O)CCCCCCCCCCCCCCC | 3.4 | x
O=C(Oc1ccccc1C(=O)O)c1ccccc1O | -7.1 | x
OCC(S)CS (stereo not drawn) | 10.1 | x
CCC(=O)O[C@H]1[C@H](O[C@@H]2[C@@H](C)[C@H](O[C@H]3C[C@@](C)(OC)[C@@H](O)[C@H](C)O3)[C@@H](C)C(=O)O[C@H](CC)[C@@](C)(O)[C@H](O)[C@@H](C)C(=O)[C@H](C)C[C@@]2(C)O)O[C@H](C)C[C@@H]1N(C)C | 5.7 | x
C[C@]12CCC3c4ccc(OS(=O)(=O)O)cc4CCC3C1CCC2=O (stereo partly drawn) | -10.4 | x
Cc1ncc(COP(=O)(O)O)c(C=O)c1O | 0.5 | x
N[C@@H](CCC(=O)N[C@@H](CS)C(=O)NCC(=O)O)C(=O)O | -7.2 | x
C[C@H]1O[C@H](O[C@H]2[C@H](O)[C@@H](O)[C@@H](O[C@H]3[C@H](O)[C@@H](O)C(O)O[C@@H]3CO)O[C@@H]2CO)[C@H](O)[C@@H](O)[C@@H]1N[C@H]1C=C(CO)[C@@H](O)[C@H](O)[C@H]1O (stereo partly drawn) | -2.5 | x
CCCCCC[C@@H](CCC)C(=O)O | 0.2 | x
CNC(=O)CN(CCN(CCN(CC(=O)O)CC(=O)NC)CC(=O)O)CC(=O)O | -0.8 | x
CN(C)CCc1c[nH]c2ccc(Cn3cncn3)cc12 | -0.6 | x
Clc1ccc(CO/N=C(\Cn2ccnc2)c2ccc(Cl)cc2Cl)c(Cl)c1 | 13.7 | x
Cc1cccc(C)c1NC(=O)CC12CCCN1CCC2 | 0.6 | x
NCCCC(N)CC(=O)NCC1NC(=O)C(CO)NC(=O)C(N)CNC(=O)C(C2CCN=C(N)N2)NC(=O)/C(=C\NC(N)=O)NC1=O (stereo not drawn) | 1.1 | x
OCCCNc1ccccc1 | -4.0 | x
CN1CCN(CCCN2c3ccccc3Sc3ccccc32)CC1 | -2.0 | x
CC(C)Cc1ccc(CC(=O)O)cc1 | -2.2 | x
NC(Cc1c[nH]c2ccccc12)C(=O)O (stereo not drawn) | -5.4 | x
O=C1NC(O)=NC1(c1ccccc1)c1ccccc1 | -6.1 | x
O=C1O[C@H](C(O)CO)C(O)=C1O (stereo partly drawn) | -7.2&0.0 | x
O[C@@H]1COC2C1OC[C@@H]2O (stereo partly drawn) | 0.5 | x
CCOC(=O)N1CCC(NC(=O)c2cc(S(=O)(=O)N(CC)CC)ccc2F)CC1 | 0.8 | -0.6
C1CCN(c2nc3nonc3nc2N2CCCCC2)CC1 | 1.8 | -0.1
CCOC(=O)CCN(Cc1cccs1)S(=O)(=O)c1ccc(Cl)cc1 | 4.5 | -0.1
O=C(CN1CCSCC1)N/N=C/c1ccc(F)cc1 | 4.5 | 0.6
Cc1cccc(C(=O)O/N=C(\N)c2cccc([N+](=O)[O-])c2)c1 | -1.6 | -0.4
Cc1cc(/C=N/NC(N)=O)c(C)c(CO)c1 | 4.4 | 1.2
COc1ccc(CC(=O)O/N=C(\N)Cc2ccc(OC)c(OC)c2)cc1 | -0.2 | 1.9
CC(=O)Nc1nc(C)nc(-c2ccccc2OC(C)=O)n1 | 2.1 | -0.1
CCOc1cc(CNCCO)cc(Br)c1OCc1cccs1 | -2.0 | -1.4
CCOC(=O)N1CCN(C(=O)c2cc(Cl)c(Cl)cc2C(=O)O)CC1 | 0.5 | -0.1
CCOC(=O)N1CCN(C(=O)Cc2ccc(-n3c(=S)[nH]c4ccccc4c3=O)cc2)CC1 | -1.0 | -1.0

Next section; it opens with the 2 that closed the last part.
structure | Rev-erbA mod | DAX1 inh
CCOC(=O)N1CCN(C(=O)c2cc(Cl)c(Cl)cc2C(=O)O)CC1 | 0.5 | -0.1
CCOC(=O)N1CCN(C(=O)Cc2ccc(-n3c(=S)[nH]c4ccccc4c3=O)cc2)CC1 | -1.0 | -1.0
Cc1ccc(CCN2CC(C(=O)NCCCOC(C)C)CC2=O)cc1 (stereo not drawn) | 5.5 | -0.3
O=C(Nc1ccc2nsnc2c1)c1ccc2c(c1)OCO2 | 6.0 | 0.6
Cc1cc(NS(=O)(=O)c2ccc(NC(=O)Cc3cccs3)cc2)no1 | 1.1 | 0.1
Brc1ccc(-c2nnc3sc(CN4CCN(c5ccccc5)CC4)cn23)cc1 | -1.9 | 0.3
O=C(/C=C/c1ccccc1)Nc1ncn[nH]1 | -4.7 | -0.8
Cc1ccc(-c2nc3ccccc3s2)cc1S(=O)(=O)N1CCCC1 | -3.8 | -0.2
Cc1ccccc1CN1C(=O)C2(OCCCO2)c2ccccc21 | -5.6 | -0.6
CN(C)S(=O)(=O)c1ccc(N2CCCC2)c(C(=O)Nc2cccc(F)c2)c1 | 6.3 | 1.0

Ordered by molecular weight (lowest first): some entries from above
structure | Rev-erbA mod | DAX1 inh
O=C(Nc1ccc2nsnc2c1)c1ccc2c(c1)OCO2 | 6.0 | 0.6
Cc1ccccc1CN1C(=O)C2(OCCCO2)c2ccccc21 | -5.6 | -0.6
Cc1ccc(-c2nc3ccccc3s2)cc1S(=O)(=O)N1CCCC1 | -3.8 | -0.2
CN(C)S(=O)(=O)c1ccc(N2CCCC2)c(C(=O)Nc2cccc(F)c2)c1 | 6.3 | 1.0

Next part
structure | Rev-erbA mod | DAX1 inh
CC(CCc1ccccc1)NC(=O)c1cc2sccc2n1C (stereo not drawn) | 7.4 | -0.5
COCCn1c(SCc2nc(N)nc(Nc3ccccc3C)n2)nc2ccccc2c1=O | 5.1 | -1.4
Nc1c(C(=O)Nc2ccc(S(=O)(=O)N3CCCC3)cc2)sc2nc3ccc(OC(F)(F)F)cc3cc12 | -1.9 | -0.8
CN(C)P(=NC(=O)COc1ccc(Cl)cc1Cl)(N(C)C)N(C)C | -0.9 | -0.5
O=S(=O)(NCc1ccco1)c1ccc(S(=O)(=O)N2CCCCC2)cc1 | 4.6 | -0.2
O=C(NCCc1ccccc1)C1CCN(c2nc3ccccc3o2)CC1 | 6.0 | 1.5
CCOC(=O)c1oc2ccccc2c1NC(=O)C1CCCCC1 | -4.7 | -0.5
O=C(Nc1ccc2c(c1)OCCO2)c1c(F)cccc1F | -2.5 | 1.6
COc1cccc(CNC2CCCC2)c1 | 2.2 | -0.3
CCCCOC(=O)c1ccc(NC(=O)c2ocnc2C)cc1 | -1.0 | -0.2
